AI-2 QS modul – Vibrio harveyi AI-2 quorum sensing modulators, primary screen, JMH597 strain, luminescence/OD600 ratio; Vibrio harveyi JMH597 AI-2 luminescence/OD600 ratio, 9 h; active compounds read low; strain lacks LuxN and CqsS sensors; 0 = neutral-control median; activity change, % at 7.5 µM; actives 0.4% (n = 300,000); in the data active = activity change below about -75%, passing the limit was not always enough; inconclusive = no clear call, values can overlap the other calls;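 also: luminescence divided by OD600 gain over 9 h not by final OD600 alone; inactives centre near 13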
Platelet DG rel – inhibitors of platelet dense granule secretion, primary screen, cell-based, MLPCN, human platelets; human platelet-rich plasma, SFLLRN dense granule ATP release, luminescence; inhibition, %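 (compounds screened at 7.5 µM in platelet-rich plasma)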; actives 0.22% (n = 300,000);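 active = mean replicate score, as percent of positive control, at or above 50; inconclusive = mean below 50 but at least one replicate at or above 50; inactive = mean and every replicate below 50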
HDAC3 inh – HDAC3 deacetylase inhibitors, primary screen, biochemical, fluorescence, cell-free homogeneous. Histone deacetylase 3 (Homo sapiens), O15379. recombinant HDAC3, fluorogenic peptide/trypsin coupled. inhibition, % at 8.3 µM. actives 0.15% (n = 320,000); in the data active = inhibition above about 26%, passing the limit was not always enough; inconclusive = no clear call, values can overlap the other calls
Target sequence (O15379 whole entry, looked up): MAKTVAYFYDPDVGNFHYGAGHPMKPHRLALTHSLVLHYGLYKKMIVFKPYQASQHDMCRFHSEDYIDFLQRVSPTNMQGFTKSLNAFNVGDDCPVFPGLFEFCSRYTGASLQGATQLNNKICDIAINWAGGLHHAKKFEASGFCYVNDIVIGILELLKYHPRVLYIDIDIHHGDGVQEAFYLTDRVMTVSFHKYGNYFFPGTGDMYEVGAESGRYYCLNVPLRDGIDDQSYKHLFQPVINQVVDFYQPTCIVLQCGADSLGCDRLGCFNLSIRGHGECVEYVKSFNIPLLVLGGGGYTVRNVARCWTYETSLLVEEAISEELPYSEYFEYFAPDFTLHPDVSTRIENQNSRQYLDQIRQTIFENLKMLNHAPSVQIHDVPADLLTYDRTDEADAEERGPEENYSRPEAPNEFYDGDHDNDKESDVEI
IEC-6 cytotox – cytotoxicity in IEC-6 intestinal epithelial cells, primary screen, cytotoxicity control for KLF5 inhibitor project, cell-based, luminescence | AID 1825, 2009 | inhibition, % at 5 µM | actives 0.78% (n = 290,000) | IEC-6 cytotoxicity, luminescence viability; in the data active = inhibition above about 22%;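 also: 0% = plate median of test compound wells and 100% = cytotoxic reference compound wells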
HSF-1 act – HSF-1 activators, primary screen, NIH3T3-HGL cells, MG132 stress, luminescence, single point. actives 1.7% (n = 300,000). AID 504408, 2011. activation, % at 9 µM. NIH3T3-HGL HSF-1 luciferase reporter, 8 h; 100% = twice DMSO control signal;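 active = mean replicate activation of at least 50% with a set share of replicates each reaching 50%; inconclusive = only one of those two conditions met; inactive = mean below 50% and too few replicates reaching it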;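 also: 0% = median of the neutral control wells and 100% = twice that signal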
HSP90 refold inh – HSP90 inhibitors, primary screen, cell lysate, luminescence. Heat shock protein HSP 90 (rabbit reticulocyte lysate; luciferase refolding). Rabbit reticulocyte lysate, luciferase refolding luminescence, 3 h. inhibition, % at 5.6 µM. actives 0.91% (n = 290,000);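 active = inhibition above the screen-wide mean plus 3 SD, computed separately per campaign, cut at about 16% in these data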;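 also: 0% = DMSO wells and 100% = 60 µM geldanamycin wells; inhibitors lower the luminescence because luciferase stays unfolded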
KLF5 inh – KLF5 expression inhibitors, primary screen, DLD-1 cells, luminescence. DLD-1 KLF5 promoter-luciferase reporter. actives 0.23% (n = 290,000). AID 1700, 2009. inhibition, % at 5 µM;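 active = inhibition above a per-plate limit of that plate's mean compound inhibition plus 3 SD, cut at about 60% in these data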;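 also: 0% = DMSO wells and 100% = LY294002 at 200 µM; higher means less KLF5 promoter-driven luciferase light; inactives centre near -14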
HSF1 inh – HSF1 inhibitors in luciferase reporter cells, primary screen, cell-based, NIH3T3, luminescence. NIH3T3-HGL HSE-luciferase, MG132-induced, luminescence 8 h; active compounds read low. activity change, negative = inhibition, % at 7.5 µM (by protocol). actives 0.77% (n = 300,000);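 active = more than half of replicate wells show activity change below -50%, luminescence cut by over half; inconclusive = some wells, but at most half, below -50%; inactive = no replicate well below -50%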;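 also: luciferase reports HSF-1 transcriptional activity via heat shock element; 0% = median of DMSO wells and -100% = zero luminescence signal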
aSyn UTR inh – MLPCN primary screen, SNCA 5' untranslated region | alpha-synuclein 5'UTR reporter, inhibitor activity | inhibition, % (tested at 7.5 µM) | actives 0.82% (n = 300,000) | AID 1813, 2009; in the data active = inhibition above about 60%; inconclusive = no clear call, values can overlap the other calls;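 also: H4 neuroglioblastoma cells stably carrying SNCA 5'UTR luciferase fusion; 0% = DMSO wells and 100% = positive control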
HIF act – HIF pathway transcriptional activators, primary screen, cell-based, U2OS HRE-luciferase, luminescence | U2OS HRE-luciferase reporter; normalized: DMSO 0%, desferrioxamine 100% | activation, % at 7.5 µM (by protocol) | actives 0.32% (n = 300,000);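 active = mean activation of at least 10% of the iron chelator positive control signal, with at least half of replicates also reaching 10%; inconclusive = mean and replicate majority disagree about reaching 10%; inactive = mean and most replicates under 10%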
Active calls of the source: *; ? = inconclusive; . = no result given. Not a hit list. About 5% of those tested had a hit in this group.

SMILES	AI-2 QS modul	Platelet DG rel	HDAC3 inh	IEC-6 cytotox	HSF-1 act	HSP90 refold inh	KLF5 inh	HSF1 inh	aSyn UTR inh	HIF act
C/C=C/C(=O)Nc1cccc(C2=NOC3(C2)C[C@@H](C(N)=O)N(C(=O)/C(C)=C/C)C3)c1 (some centres undefined)	12	1	4	.	-4	.	.	1	1	-0.5
CCCC(=O)Nc1nc2c(OC)ccc(OC)c2s1	27	-6	0	-2	-7	-2	-30	-1	-38	-0.3
CCOC(=O)c1ccccc1NC(=O)Nc1ccc(OC)c(OC)c1	30	-6	-6	-1	0	1	-25	-9	4	-0.3
CCn1c(CN2CCCCCC2=O)nnc1SCc1cnc(-c2ccccc2)s1	11	1	5	4	10	0	9	4	-20	0.7
COc1ccc(CNC(=O)[C@@H]2CCCN2C(=O)[C@@H]2Cc3ccccc3CN2C(=O)OC(C)(C)C)cc1	12	-8	1	0	-4	0	-21	-2	-10	0.1
COc1ccc(OCCSc2nc3ccccc3c(=O)[nH]2)cc1	11	-2	2	3	48	-1	4	18	-10	0.5
O=C(Nc1cccc(NC(=O)c2cccs2)c1)c1ccc(Br)o1	12	3	1	-5	-7	1	-38	1	-23	-1.8
CC(NC(=O)CSc1ncn[nH]1)c1ccc(Cl)cc1Cl (centres undefined)	18	2	.	3	-3	5	-20	-3	5	0.1
Cc1ccc2cc(/C=N/NC(=O)CN3CCCCC3)c(Cl)nc2c1	29	18	-2	1	16	-3	1	3	-20	0.4
COc1ccc(Cl)cc1NC(=O)c1nnn(CC(=O)Nc2cc(C)cc(C)c2)c1N	18	3	-15	0	7	2	-15	6	-9	-0.1
CC(C)C(NC(=O)C(NC(=O)C1O[C@@H]2OC(C)(C)O[C@@H]2[C@H]2OC(C)(C)O[C@@H]12)C(C)C)C(=O)O (some centres undefined)	17	-4	-2	5	-8	4	-21	-3	-1	-0.1
O=C(CNCc1ccccn1)Nc1ccc([N+](=O)[O-])cc1C(=O)Nc1ccccc1F	9	4	3	6	16	1	-15	2	12	0.4
COc1cc(C)c(CNc2cccc(C)c2)cc1C	5	-6	-1	1	-3	4	-35	-7	8	-0.4
C=CCNC(=O)c1c(Cl)cccc1Cl	1	-2	-8	2	-11	-5	-1	0	5	0.3
CC(C(=O)NCC1CCCO1)n1cccc1C(=O)c1ccccc1 (centres undefined)	16	-1	2	-7	-1	1	-16	4	-4	0.0
CSc1cccc(CN2CCN(Cc3ccccc3)C(CCO)C2)c1 (centres undefined)	40	3	3	-3	4	1	-56	3	-41	0.2
COc1ccccc1NC(=O)N1CCN(c2ccccc2F)CC1	14	0	.	-4	9	-2	-6	0	12	-0.1
CCN(CC(=O)NCc1ccc(Cl)cc1)CC(=O)NC1(C#N)CCCC1	.	-5	-9	4	31	-2	18	2	0	-27
O=C(Nc1nc2c(ccc3ccccc32)s1)c1cc([N+](=O)[O-])ccc1N1CCOCC1	15	-3	1	-2	21	0	-1	18	-17	2.5
COc1ccc(-n2nc(C(=O)N3CCCCC3)c(C)c(C#N)c2=O)cc1	10	4	-5	-4	2	-1	-11	-12	-3	-0.2
COCc1ccc(C(=O)N2CCCC(C(=O)c3ccc(Cl)cc3C)C2)o1 (centres undefined)	1	-5	2	-5	36	-3	-44	7	11	-0.1
O=C(CCCN1C(=O)/C(=C/c2cccs2)SC1=S)NNC(=O)c1cccnc1	12	-3	1	-5	-18	0	-1	-2	-9	-0.6
CN(C)S(=O)(=O)N1CCC(Oc2cccc(C(=O)NC3CCCCCC3)c2)CC1	21	-1	13	9	-1	-3	9	-7	14	0.4
O=C(NCCc1ccccc1)c1ccc(CS(=O)(=O)Cc2ccc(F)cc2)o1	13	-2	?	11	17	1	0	3	1	-1.0
COc1cc2c(cc1OC)CN(C(=O)C1CCCN1S(=O)(=O)c1ccc(C)cc1)CC2 (centres undefined)	26	6	-6	9	-12	-2	-6	-6	7	-0.2

Next section; it opens with the four that closed the last part.
SMILES	AI-2 QS modul	Platelet DG rel	HDAC3 inh	IEC-6 cytotox	HSF-1 act	HSP90 refold inh	KLF5 inh	HSF1 inh	aSyn UTR inh	HIF act
O=C(CCCN1C(=O)/C(=C/c2cccs2)SC1=S)NNC(=O)c1cccnc1	12	-3	1	-5	-18	0	-1	-2	-9	-0.6
CN(C)S(=O)(=O)N1CCC(Oc2cccc(C(=O)NC3CCCCCC3)c2)CC1	21	-1	13	9	-1	-3	9	-7	14	0.4
O=C(NCCc1ccccc1)c1ccc(CS(=O)(=O)Cc2ccc(F)cc2)o1	13	-2	?	11	17	1	0	3	1	-1.0
COc1cc2c(cc1OC)CN(C(=O)C1CCCN1S(=O)(=O)c1ccc(C)cc1)CC2 (centres undefined)	26	6	-6	9	-12	-2	-6	-6	7	-0.2
CCc1cccc(C)c1NC(=O)COC(=O)CNC(=O)c1cccs1	37	-24	-4	.	23	.	.	8	9	-0.7
CCCNC(=O)c1onc(CSc2ccc(F)c(F)c2)c1C(=O)NCCC	6	4	3	.	24	.	.	15	4	0.3
COc1ccc(C(=O)N2CCN(Cc3ccc(OC)c(OC)c3)CC2)cc1	14	2	-3	3	-8	-4	-15	-1	1	-0.8
Cc1cc(C(F)F)n2ncc(C(=O)NCc3ccccc3F)c2n1	8	7	-3	-3	2	0	-26	-7	26	-0.2
O=C1NC(c2ccccc2)=NC1(NS(=O)(=O)c1ccc(Cl)cc1)C(F)(F)F (centres undefined)	4	32	5	-6	12	-8	-22	-12	2	-0.2
COc1ccccc1N1CCN(C(=O)C(C)NC(=O)c2cccc([N+](=O)[O-])c2)CC1 (centres undefined)	1	2	4	6	9	-4	-25	9	17	0.1
CC(C)(C)Nc1nc(SCc2ccccc2)nc(N2CCOCC2)n1	32	1	7	12	14	-1	7	2	37	-1.0
O=C(Nc1ccc(F)cc1)C1CCCCC1	4	?	4	0	-5	-1	-18	-3	-23	0.0
COc1ccccc1N1CCN(C(=O)c2cc3sccc3n2C)CC1	30	4	7	4	15	-1	-11	3	10	-11
COc1ccccc1CCC(=O)OCC(=O)Nc1c(Br)cc(C)cc1Br	10	9	8	1	61*	4	-8	18	-6	0.2
COc1ccc(N(C(=O)c2ccc(F)cc2)C2=CC3CCC(C2)N3C)cc1 (centres undefined)	?	?	5	-1	25	8	-10	4	8	-0.2
N/C(Cc1ccc([N+](=O)[O-])cc1)=N\OC(=O)c1ccc(Br)cc1	3	9	6	1	3	-1	-18	3	9	.
CCOC(=O)Cc1csc(NC(=O)C(C)Oc2ccc3c(C)cc(=O)oc3c2)n1 (centres undefined)	0	5	-1	-3	-7	6	-17	-7	12	-0.2
Cc1cccc(OCC(O)CN2CCc3ccccc3C2)c1 (centres undefined)	-12	0	-1	-2	-10	3	-17	-7	-4	-0.3
COc1ccc(OCC(=O)OCCNC(=O)c2cccnc2)cc1	-5	10	-10	1	2	-2	4	-14	11	0.4
COC(=O)CCCNC(=O)c1ccc2[nH]c(C)c(C)c2c1	14	-8	5	3	0	1	-3	-9	-12	0.5
CNS(=O)(=O)c1cccc(C(=O)OCC(=O)N(CCC#N)c2ccccc2)c1	15	0	-13	-2	.	1	-33	.	21	-0.5
O=C(NCc1ccc(CNC(=O)c2ccco2)cc1)c1ccco1	3	0	.	0	8	-3	-38	7	2	-0.1
CCn1c(-c2ccc(Cl)cc2)n[nH]c1=S	12	-4	-5	1	11	1	-19	0	29	-0.1
O=C(N/N=C/c1ccc2c(c1)OCO2)C(=O)N1CCCC1	22	5	9	-5	2	0	-63	7	-21	1.3
CCOc1c(Cl)cc(C(=O)NCCN2CCCCC2)cc1Cl	27	2	0	-9	23	-2	-6	5	12	0.1
Cc1nn2c3c(cnc2c1-c1ccccc1)C(=O)CCC3	10	3	-6	-4	20	-1	-42	21	-90	0.8
O=C(CCN1C(=O)/C(=C/c2cccs2)SC1=S)Nc1ccc(O)cc1	10	0	-2	0	15	0	-24	11	2	0.1
O=C(CCC1CCCN(C2C3CC4CC(C3)CC2C4)C1)NCc1ccc(F)c(F)c1 (centres undefined)	-16	19	-3	4	-1	0	-32	-6	3	-0.2
O=C1/C(=C\c2ccsc2)NC(=S)N1c1ccccc1	12	1	-2	3	-2	-3	-8	13	-45	1.3
(more compounds)
SMILES	AI-2 QS modul	Platelet DG rel	HDAC3 inh	IEC-6 cytotox	HSF-1 act	HSP90 refold inh	KLF5 inh	HSF1 inh	aSyn UTR inh	HIF act
CCOc1ccc(Br)cc1CNCc1cccnc1	13	23	5	0	-1	-5	-11	2	10	-0.8
Cc1cc(OCC(=O)N2CCN(c3ccccn3)CC2)cc(C)c1Br	14	-10	-1	-2	6	-1	10	1	9	-0.7
Cc1cccnc1NC(=S)NC(=O)c1cccs1	8	-5	0	2	-23	-3	-42	-14	-398	3.8
Cc1ccc(/C=N/Nc2nc(C(C)(C)C)cs2)o1	25	7	3	-5	5	3	-23	-1	-123	0.8
CCCCC1CCC(C(=O)OCC(=O)N(CCOC)c2c(N)n(Cc3ccccc3)c(=O)[nH]c2=O)CC1 (centres undefined)	9	11	0	.	-8	.	.	-1	16	-0.1
CCc1ccc(C(=O)NNc2cc(Cl)cc(Cl)c2)cc1	21	-2	12	1	-6	0	1	-1	-4	-0.1
COc1ccccc1NC(=O)c1ccc(NC(=O)CNC(=O)c2ccc(OC)c(OC)c2)cc1	20	-2	0	-3	6	-1	-9	-10	7	-0.4

Compound profiles, from the list above. Order of values: AI-2 QS modul	Platelet DG rel	HDAC3 inh	IEC-6 cytotox	HSF-1 act	HSP90 refold inh	KLF5 inh	HSF1 inh	aSyn UTR inh	HIF act
`C=CCNC(=O)c1c(Cl)cccc1Cl` across the screens: 1	-2	-8	2	-11	-5	-1	0	5	0.3
`O=C1NC(c2ccccc2)=NC1(NS(=O)(=O)c1ccc(Cl)cc1)C(F)(F)F` (centres undefined) across the screens: 4	32	5	-6	12	-8	-22	-12	2	-0.2
`Cc1ccc2cc(/C=N/NC(=O)CN3CCCCC3)c(Cl)nc2c1` across the screens: 29	18	-2	1	16	-3	1	3	-20	0.4
`CC(C)(C)Nc1nc(SCc2ccccc2)nc(N2CCOCC2)n1` across the screens: 32	1	7	12	14	-1	7	2	37	-1.0
`CCOc1c(Cl)cc(C(=O)NCCN2CCCCC2)cc1Cl` across the screens: 27	2	0	-9	23	-2	-6	5	12	0.1

3 entries already listed, ordered by their value in aSyn UTR inh, highest first:
molecule	aSyn UTR inh
CNS(=O)(=O)c1cccc(C(=O)OCC(=O)N(CCC#N)c2ccccc2)c1	21
COc1cc2c(cc1OC)CN(C(=O)C1CCCN1S(=O)(=O)c1ccc(C)cc1)CC2 (centres undefined)	7
COC(=O)CCCNC(=O)c1ccc2[nH]c(C)c(C)c2c1	-12

Compound activity as filed in PubChem.
